aSyn yeast inh: rescues yeast growth from alpha-synuclein toxicity; Yeast expressing alpha-synuclein, growth rescue, BacTiter-Glo, 24 h; Potency, µM (titrated, usually from 46.1 µM), for inactives: at the highest dose growth rescue (activation), hits mostly activators; hit rate 0.14% among 370,000; further: potency means the concentration at half of the fitted maximal effect; % of control where 0% means no effect; nearly all actives have a fitted effect of over 65% in size
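Readout is rescue of growth in alpha-synuclein-expressing yeast, so inhibitors of toxicity appear as activators. Growth after 24 hr at 30 deg C in galactose medium is quantified by luminescence.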
Abeta yeast res: restores growth of yeast expressing A-beta42 peptide. yeast expressing A-beta42, growth rescue, OD600, 48 h; response scale: 0% DMSO, 100% iron-clioquinol control. hit rate 0.063% among 410,000. Potency, µM (highest dose often 46.1 µM), for the others: at the top dose growth rescue, hits mostly activators; further: potency means the concentration at half of the fitted maximal effect; nearly all actives have a fitted effect of over 55% in size
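Growth rescue measured by 600 nm absorbance after 48 h yeast culture at 30 C with compound. Values normalized between DMSO and an equimolar ferric chloride plus clioquinol control.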
FUS suppressor: suppressors of FUS proteinopathy in yeast | S. cerevisiae FUS-expressing, growth rescue, OD600, 24 h | Potency, µM (titrated, usually from 76.6 µM), for the others: at the top dose growth rescue (activation), most hits filed as activators | hit rate 0.24% among 390,000;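 further: potency means the concentration at half of the fitted maximal effect; plate controls were DMSO vehicle for no effect and reference control for full effect; nearly all actives have a fitted effect of over 55% in size; some results filed as inactive show a strong effect at the top dose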
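S. cerevisiae expressing FUS from galactose induction served as the toxicity model. Growth after 24hr at 30C, read as absorbance at 600 nm, indicates suppression of toxicity; compounds dosed at several concentrations.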
TDP43 rescue: inhibitors of TDP-43 toxicity in yeast | TDP-43 expressing yeast growth rescue, BacTiter-Glo, 24 h | Potency, µM (highest dose often 46.1 µM), without a hit: at the highest dose growth rescue (activation), usual class: activators | hit rate 1.8% among 410,000 | AID 652104; further: potency means the concentration at half of the fitted maximal effect; % of control where 0% means no effect; nearly all actives have a fitted effect of over 50% in size
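Readout is BacTiter-Glo luminescence of cell growth, so inhibitors register as activators. TDP-43-expressing yeast at OD600=0.02 in galactose medium, after raffinose pregrowth to mid-log, were incubated with compound for 24 hr at 30 deg C.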
PTHR1 agonist: activates the human parathyroid hormone receptor PTHR1; HEK293 GP2 PTHR1 cells, GloSensor cAMP luminescence, 1 h; Potency, µM (top dose mostly 115 µM), inactives show at the top dose activation, actives largely listed as activators; hit rate 0.075% among 410,000; Q03431; AID 743266; further: potency means the concentration at half of the fitted maximal effect; nearly all actives have a fitted effect of over 55% in size; some results filed as inactive show a strong effect at the top dose; inactives centre near -15; many of its hits are not listed in these tables
Target sequence (Q03431 whole entry, looked up): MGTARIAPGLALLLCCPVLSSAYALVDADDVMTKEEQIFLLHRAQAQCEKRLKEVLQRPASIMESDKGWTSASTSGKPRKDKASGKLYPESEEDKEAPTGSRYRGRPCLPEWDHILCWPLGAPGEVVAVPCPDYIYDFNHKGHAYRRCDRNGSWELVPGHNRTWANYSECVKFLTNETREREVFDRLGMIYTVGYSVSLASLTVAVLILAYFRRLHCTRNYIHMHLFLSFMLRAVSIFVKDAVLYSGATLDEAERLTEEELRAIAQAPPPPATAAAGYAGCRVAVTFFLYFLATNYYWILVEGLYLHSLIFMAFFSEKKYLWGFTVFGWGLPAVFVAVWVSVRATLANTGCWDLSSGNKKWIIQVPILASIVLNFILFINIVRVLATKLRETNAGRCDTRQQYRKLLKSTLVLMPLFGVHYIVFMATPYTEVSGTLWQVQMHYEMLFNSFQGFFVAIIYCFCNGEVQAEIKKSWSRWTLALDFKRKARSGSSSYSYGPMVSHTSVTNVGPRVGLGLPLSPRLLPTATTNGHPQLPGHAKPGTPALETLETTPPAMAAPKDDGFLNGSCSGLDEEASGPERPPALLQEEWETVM
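HEK-293-derived GP2 cells expressing PTHR1 and a GloSensor cAMP reporter, 3,000/well, plated overnight, given luciferin plus IBMX (each 0.5 mM as added) for 1 h at 37 °C, then compound for 1 h at 37 °C. Luminescence was read after 15 min at room temperature.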
GLP-1R agonist: GLP-1 receptor (human) agonism. HEK293 GLP-1R CRE-luciferase, luminescence, 4-6 h; cells express a hypersensitive GLP-1R form. hit rate 0.007% among 380,000. Potency, µM (highest dose often 45.6 µM), for the others: top-dose activation, usual class: activators; further: potency means the concentration at half of the fitted maximal effect; % of control where 0% means no effect
Target sequence (P43220 whole entry, looked up): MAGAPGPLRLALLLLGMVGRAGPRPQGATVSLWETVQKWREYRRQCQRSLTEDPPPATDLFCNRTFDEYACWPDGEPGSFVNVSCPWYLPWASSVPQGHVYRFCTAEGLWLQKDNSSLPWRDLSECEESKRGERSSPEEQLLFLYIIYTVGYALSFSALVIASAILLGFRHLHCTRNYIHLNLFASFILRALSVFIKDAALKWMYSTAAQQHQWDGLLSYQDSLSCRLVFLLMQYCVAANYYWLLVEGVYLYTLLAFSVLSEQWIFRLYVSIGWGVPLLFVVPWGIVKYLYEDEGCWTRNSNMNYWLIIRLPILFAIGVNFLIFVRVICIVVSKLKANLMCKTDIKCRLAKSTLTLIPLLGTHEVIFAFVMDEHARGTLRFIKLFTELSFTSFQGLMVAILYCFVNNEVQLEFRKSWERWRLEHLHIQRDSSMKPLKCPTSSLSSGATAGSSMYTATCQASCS
GLP1R inv ag: inverse agonists of human GLP-1 receptor; HEK293 GLP-1R CRE-luciferase, luminescence, 24 h; GLP-1R form is constitutively active; hit rate 1.6% among 410,000; Potency, µM (doses to about 38.3 µM), inactives show top-dose activity change, negative = inhibition, most hits filed as inhibitors; P43220; AID 624417; further: potency means the concentration at half of the fitted maximal effect; on the % scale 0 is the no-effect control and ±100 the full control effect; nearly all actives have a fitted effect of over 55% in size
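Stable HEK293 clone (constitutively active GLP-1R + cAMP-response luciferase); 200 cells/uL plated, 12 h pre-culture, compound 24 hr, 37 deg C/5% CO2; detection reagent 12 min RT; luminescence.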
D3 antag: blocks the human D3 dopamine receptor. D3R cells, DiscoveRx beta-arrestin luminescence, antagonist mode; hits give low values. max response, negative = inhibition, %. hit rate 2.5% among 360,000. AID 652054; in the data active means max response below about -50%; inconclusive means no clear call, values can overlap the other calls; further: on the % scale 0 is the no-effect control and ±100 the full control effect; mostly tested at two doses, the higher about 12 µM
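Cells expressing the human receptor were seeded at 1500 cells/well, incubated overnight at 37 degrees C in 5% CO2, then exposed to library compounds with dopamine controls for 90 minutes at 37 degrees C before luminescent detection.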
Akt phos inh: blocks phosphorylation of Akt | Neuro2A IGF-stimulated pAkt S473 HTRF, 20 min; hits give low values | activity change, % for hits at 50 µM | hit rate 0.32% among 360,000 | AID 651550; in the data active means activity change below about -80%; inconclusive means mostly about -51% to -80%; further: on the % scale 0 is the no-effect control and ±100 the full control effect
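Neuro2A cells in DMEM with 0.5% FBS, overnight at 37 deg C, given compound at single 50 µM final, then IGF (6 nM final) for 20 min at 37 deg C. Lysed; phospho-Akt Ser473 by HTRF after 24 h, 665/615 ratio.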
Starred values were filed as active, the others as inactive; i = inactive; ? = inconclusive; . = not tested or not shown; & = joins results of further samples; [ ] = another dose, or the depositor's remark. Unless noted, the call rests on the fitted dose curve; in most records, active means well fitted curve in the direction sought with a large enough effect; inconclusive means small, poorly fitted or top-dose-only effect, or another doubt; inactive means no such curve, though single readings can be large; an effect the other way counts as inactive or inconclusive. A portion of the library, so the mix of outcomes need not match the whole.

cpd | SMILES | aSyn yeast inh | Abeta yeast res | FUS suppressor | TDP43 rescue | PTHR1 agonist | GLP-1R agonist | GLP1R inv ag | D3 antag | Akt phos inh
1 | O=[N+]([O-])c1cc(/C=N/N2CCOCC2)cs1 | 3% | -42% | 10% | ? | i | 2% | 32%[activator] | -2 | i
2 | CCOC(=O)/C(C(N)=NCCO)=C(/O)c1ccccc1 | 5% | 5% | 5% | -19% | i | 30% | -4% | ? | i
3 | CCOC(=O)c1cc(-c2ccccc2)sc1NC(=O)CN1C(=O)NC(CC)(c2ccc(F)cc2)C1=O (configuration not stated) | -8% | 12% | ? | 15% | i | 2% | -1% | 11 | i
4 | CC(C)N(C)c1ncnc2c1ncn2[C@H]1CN(CCN2CCOCC2)C[C@@H](CO)O1 | 0% | 10% | 6% | 14% | -18% | 8% | 35%[activator] | 7 | i
5 | CCOC(=O)Cc1csc(NC(=O)CSc2nc(-c3ccccc3)c(C#N)c(=O)[nH]2)n1 | 0% | 6% | 17% | -11% | i | -2% | 10% | 30 | i
6 | CCn1c(C)nc2cc(C(=O)NNC(=S)Nc3ccc(Cl)cc3Cl)ccc21 | -4% | 13% | . | 15% | i | -25% | 5% | ? | i
7 | COc1ccc(-c2nnc(SCC#N)o2)cc1 | 5% | 18% | 2% | ? | i | -9% | 25% | 11 | i
8 | CCN(CC)CCN(C(=O)c1c(F)cccc1F)c1nc2cc(C)cc(C)c2s1 | 1% | 8% | 28% | 8% | 6% | -4% | ? | ? | i
9 | Cc1ccc(/C(COc2ccccc2O)=N\O)cc1 | 0% | 18% | 7% | 14% | -24% | 8% | 5% | -12 | i
10 | CCCCc1cc2ccccc2c(OCCN(C)C)n1 | -3%[1.84 µM] | -5% | 3% | -41%[inhibitor] | ? | -1% | ? | ? | i
11 | Cc1ccc(S(=O)(=O)NCCc2nc3ccccc3[nH]2)cc1 | 4% | 0% | 14% | -11% | i | 16% | 7% | -16 | i
12 | CCc1ccc(N(CC(=O)NC)S(C)(=O)=O)cc1 | -5% | 3% | 6% | -12% | i | -9% | 1% | -13 | i

Three entries from above, set out differently.
Each structure is followed by: aSyn yeast inh	Abeta yeast res	FUS suppressor	TDP43 rescue	PTHR1 agonist	GLP-1R agonist	GLP1R inv ag	D3 antag	Akt phos inh
1. O=[N+]([O-])c1cc(/C=N/N2CCOCC2)cs1
 : 3%	-42%	10%	?	i	2%	32%[activator]	-2	i
2. CCOC(=O)/C(C(N)=NCCO)=C(/O)c1ccccc1
 : 5%	5%	5%	-19%	i	30%	-4%	?	i
3. CCOC(=O)c1cc(-c2ccccc2)sc1NC(=O)CN1C(=O)NC(CC)(c2ccc(F)cc2)C1=O (configuration not stated)
 : -8%	12%	?	15%	i	2%	-1%	11	i

The list continues.
cpd | SMILES | aSyn yeast inh | Abeta yeast res | FUS suppressor | TDP43 rescue | PTHR1 agonist | GLP-1R agonist | GLP1R inv ag | D3 antag | Akt phos inh
13 | Cc1cccc(N(CC(O)CN2CCOCC2)S(=O)(=O)c2ccccc2)c1 (configuration not stated) | -11% | 10% | 5% | 7% | i | 2% | -6% | -6 | i
14 | COc1cc(/C=N/NC(N)=S)ccc1OC(=O)c1ccc(C)cc1 | -12% | 8% | 36% | ? | -5%[57.5 µM] | 1% | ? | ? | i
15 | CN(Cc1ccccc1)C(=O)c1[nH]cnc1C(=O)N[C@@H](Cc1ccccc1)C(=O)OC(C)(C)C | 5% | -4% | 32% | 24% | i | 0% | ? | 14 | i
16 | COc1ccc(-c2cc(C(=O)Nc3cc(C)nn3-c3ccccc3)no2)cc1OC | -10% | 0%&-3% | 0%&-11% | -12%&7% | -70%&-4%[inhibitor] | 0% | 29%&4% | -6 | i
17 | Cc1ccc2oc(=O)c3cc(C(=O)NCCCN4C(C)CCCC4C)sc3c2c1 (configuration not stated) | 1% | -12% | 25% | -1% | i | 3% | ? | -7 | i
18 | CSCC(=O)NC1CCCN(C2Cc3ccccc3C2)C1 (configuration not stated) | -5% | -5% | -2% | 8% | i | 6% | 17% | 1 | i
19 | Cc1cccc(C)c1NC(=O)COC(=O)c1ccc2[nH]c3c(c2c1)CCCC3 | -5% | 8% | 31% | 18% | ? | 4% | -32% | -2 | i
20 | Cc1ccc2nc(SCC(=O)NCCc3ccccc3)nc(=O)n2c1 | -1% | 3% | 5% | 6% | -23% | -2% | 7% | -10 | i
21 | COc1ccccc1CNc1ccc(-c2nc(C)no2)cc1[N+](=O)[O-] | . | -13% | -7% | 7% | -6% | . | ? | . | .
22 | COc1ccc(O)c(/C=C(\C#N)C(=O)Nc2ccccn2)c1 | -9% | -16% | -22% | 20% | i | 3% | 6% | -11 | i
23 | O=C(Cc1cccs1)NNC(=O)c1ccccc1Cl | 3% | 3% | -11% | 0% | -21% | 5% | 17% | -2 | i
24 | OC(COc1ccc2c(c1)OCO2)CN1CCN(c2ccccc2)CC1 (configuration not stated) | -5% | 22% | 4% | -5% | -11% | 1% | 8.9µM* | -63* | i
25 | Cc1ccc(C)c(/C(O)=C2/C(=O)C(=O)N(CCN3CCOCC3)C2c2ccc(C)o2)c1 (configuration not stated) | -1% | 11% | 19% | -2% | -1% | -8% | 1% | ? | i
26 | COc1ccc(NC(=O)c2ccc(NS(=O)(=O)c3c(C)noc3C)cc2)cc1OC | 0% | -9% | 14% | -5% | i | 9% | 30%[activator] | -9 | i
27 | Oc1ccc(/C=N/Nc2cc(N3CCOCC3)nc(N3CCOCC3)n2)cc1O | -6% | -4% | ? | -2% | i | 14% | 25% | -15 | i
28 | CCOC(=O)C1CCCN(Cc2cccc(Oc3ccccc3)c2)C1 (configuration not stated) | 0% | 7% | 1% | 5% | i | 3% | ? | -22 | i
29 | O=C(O)c1ccc(N2CCS(=O)(=O)CC2)cc1 | -3% | -8% | 9% | -19% | i | -2% | 15% | -9 | i
30 | Cc1cc(C)cc(N2CC34C=CC(O3)C(C(=O)OCC(=O)NCc3ccco3)C4C2=O)c1 (configuration not stated) | -9% | 4% | 18% | -6% | -1%[57.5 µM] | -5% | 0% | 4 | i
31 | CCN1CCN(c2nc3c(c(=O)[nH]c(=O)n3C)n2CCCc2ccccc2)CC1 | -9% | -19% | 3% | -20% | -11% | 3% | 2% | -29 | i
32 | COc1ccc(NC2c3ccccc3C(=O)N2c2ccccn2)cc1 (configuration not stated) | -1% | -13% | -6% | 20% | i | 7% | -32% | 14 | i
33 | c1ccc(Sc2ccccn2)cc1 | -6% | -16% | 12% | -23% | -3% | -2% | -2% | -12 | i
34 | c1cc(CNCCN2CCNCC2)ccn1 | 3% | -11% | 3% | -22% | ? | 1% | 4% | -3 | i
35 | N#CCCN(Cc1cccnc1)C(=O)c1sc2cc(F)ccc2c1Cl | 24% | 5% | -8% | 8% | -23% | -1% | 10% | 10 | i
36 | O=C1c2cccc3c(O)ccc(c23)C(=O)N1Cc1ccccc1 | 7% | 10% | 24% | -15% | -27% | -18% | ? | 16 | i
37 | COc1ccccc1NS(=O)(=O)c1ccc(C)c(C(N)=O)c1 | -2% | -13% | -1% | -5% | i | -2% | 0% | 15 | i
38 | COc1ccc(-c2noc(CNC(=O)COc3cccc(C)c3C)n2)cc1 | . | 7% | 9% | 18% | -15% | . | ? | . | .
39 | Cc1nc([N+](=O)[O-])c(N2CCOCC2)n1Cc1ccccc1 | -2% | 4% | 16% | 2% | i | 5% | -4% | -12 | i
40 | C=CCOC(=O)C1=C(C)NC(=O)NC1c1cc2c(cc1Br)OCO2 (configuration not stated) | 1% | 1% | -34% | 6% | -3% | 9% | -30% | 13 | i
41 | COCCNc1nc(SCC(=O)N2CCN(c3ccccc3)CC2)nc2ccccc12 | 5% | -7% | 17% | -7% | i | 1% | -26% | -9 | i
42 | CC1(C)CC(=O)N(CC(=O)O)c2ccccc2S1 | -10% | -4% | 29% | -18% | i | -5% | 8% | 20 | i
43 | COC(CNS(=O)(=O)c1cccc2nonc12)OC | 8% | 2% | -11% | 2% | -15% | -2% | 6% | -4 | i
44 | O=C(/C=C1\NC2(CCCC2)Cc2ccccc21)C(=O)N/N=C/c1ccc(O)c(O)c1 | 1% | -43%[inhibitor] | ? | ? | -92%[inhibitor] | 0% | ? | ? | i
45 | CCc1ccc(S(=O)(=O)c2cn(C)c3cc(OC)c(OC)cc3c2=O)cc1 | -2% | 14%&-14% | ? | -6%&19% | ? | -7% | 13%&21% | -6 | i
46 | CCCOC1CCCN(C(=O)c2ccc(OC3CCN(C(=O)COC)CC3)cc2)C1 (configuration not stated) | 0% | 1% | 18% | -9% | i | -6% | 11µM* | 7 | i
47 | O=C(NCCCN1CCCC1=O)Nc1ccc([N+](=O)[O-])cc1 | 1% | 5% | 19% | 12% | -15% | -5% | -10% | 7 | i
48 | CCCOc1ccccc1C1C(C(=O)OC)=CN(C(C)C)C=C1C(=O)OC | 2% | -6%[9.22 µM] | -25% | 22% | i | 12% | ? | 0 | i
49 | CCOC(=O)CSc1nc2cc(S(=O)(=O)Nc3ccccc3OC)ccc2o1 | 14% | -9% | 25% | -13% | -24% | -5% | 0% | 18 | i
50 | O=C(C1CC1)N1CCc2cc(S(=O)(=O)N3CCN(c4ccccc4)CC3)ccc21 | 0% | -7% | -25% | 5% | i | -4% | 0% | -13 | .
51 | Cc1ccc(C)c(N2CCN(S(=O)(=O)c3c(C)[nH]c(C)c3C(=O)N3CCCC3)CC2)c1 | 1% | 1% | 2% | 0% | i | -1% | ? | -13 | i
52 | CC(=O)N1CCN(C(=O)COC(=O)CNC(=O)c2ccccc2C)CC1 | -3% | -11% | 7% | -19% | 2% | -2% | 13% | 20 | i
53 | COCCN(Cc1ccccc1)P(=O)(O)c1ccccc1OCC(=O)O | -5% | -3% | 2% | -9% | i | 4% | -9% | 20 | i
54 | COc1cccc(CC2(CO)CCCN(Cc3[nH]c4ccc(C)cc4c3C)C2)c1 (configuration not stated) | -3% | 0% | 41% | -21% | ? | 0% | ? | -14 | i

Screening results as filed in PubChem BioAssay.
